Bioassay records as filed in PubChem BioAssay.
KCNK9 block: blocks the human KCNK9 two-pore domain potassium channel. AID 488922. HEK293 KCNK9, FluxOR thallium flux fluorescence; hits give low values. Q9NPC2. B-score at 10 µM. 310,000 compounds, 1.2% hits;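 active = ratio B-score over 3 SD below the library mean, with starting fluorescence within 5 SD of its mean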;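 note: negative B-score means less thallium flux so channel inhibition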
RGS4 block: inhibitors of human RGS4. HEK293 M3R/RGS4 inducible, Fluo-4 calcium flux; hits give high values; triggered by carbachol at its EC20. P49798. 310,000 compounds, 0.45% hits. B-score at 10 µM;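 active = B-score, a plate-corrected calcium signal, over three deviations above library mean, with baseline fluorescence within five deviations of library mean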;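 note: RGS4 expression induced by doxycycline in cells with stable M3 receptor; B-score is computed from the integrated fluorescence ratio over baseline after carbachol; higher B-score means a larger calcium signal and so more RGS4 inhibition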
KCNQ1 act: potentiates or activates the human KCNQ1 potassium channel; CHO-K1 KCNQ1, thallium flux FluxOR fluorescence; hits give high values; 310,000 compounds, 0.35% hits; B-score at 10 µM; P51787; AID 2648;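 active = fluorescence ratio B-score, a plate-corrected score, at least three library SD, with initial intensity B-score within 5 SD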
Target sequence (P51787 whole entry, looked up): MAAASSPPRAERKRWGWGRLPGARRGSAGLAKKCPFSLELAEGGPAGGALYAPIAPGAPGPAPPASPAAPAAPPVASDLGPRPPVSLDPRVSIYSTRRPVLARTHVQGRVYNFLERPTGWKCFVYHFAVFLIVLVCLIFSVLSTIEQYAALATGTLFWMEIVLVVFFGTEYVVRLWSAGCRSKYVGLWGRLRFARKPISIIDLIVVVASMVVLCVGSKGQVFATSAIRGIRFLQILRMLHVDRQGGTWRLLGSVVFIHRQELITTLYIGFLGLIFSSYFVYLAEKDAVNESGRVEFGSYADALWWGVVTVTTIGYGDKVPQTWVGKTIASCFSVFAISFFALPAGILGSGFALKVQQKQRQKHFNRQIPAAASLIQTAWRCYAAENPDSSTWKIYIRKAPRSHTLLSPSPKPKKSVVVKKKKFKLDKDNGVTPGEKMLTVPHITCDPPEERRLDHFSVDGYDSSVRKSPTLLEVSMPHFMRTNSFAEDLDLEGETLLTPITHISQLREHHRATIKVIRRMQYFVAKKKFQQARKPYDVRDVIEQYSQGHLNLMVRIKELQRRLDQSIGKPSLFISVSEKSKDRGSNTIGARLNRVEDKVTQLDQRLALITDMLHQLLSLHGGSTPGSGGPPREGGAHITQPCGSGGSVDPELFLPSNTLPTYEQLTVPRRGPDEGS
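Medium – assay buffer, equal DMSO in all wells · Material – CHO-K1 cell line with stable KCNQ1 potassium channel expression · Signal – kinetic FluxOR thallium fluorescence, 10-s 1-Hz baseline, 110-s post-stimulus read · Compound – single concentration per compound, DMSO matched to controls · Schedule – 37 °C overnight plating, 90-min dark dye load, 20-min compound pretreatment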
RGS4 act: potentiators or activators of RGS4 | HEK293 M3R/inducible RGS4, carbachol calcium flux Fluo4; hits give low values | B-score at 10 µM | 310,000 compounds, 0.92% hits;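 active = B-score of the integrated calcium signal more than 4 SD below the library mean, with starting fluorescence not abnormally high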;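 note: negative B-score means reduced calcium response which marks RGS4 activation or potentiation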
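System – HEK293 FlpIn-TREx cells, stable M3R, doxycycline-inducible RGS4 · Reagent – ECmax carbachol challenge · Times – compound preincubation 20 min at room temperature before agonist · Technique – Fluo4 fluorescence kinetic imaging of calcium · Measure – B score of integrated Fluo4 ratio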
HDAC3 inhib: blocks human histone deacetylase 3; O15379; recombinant HDAC3, fluorogenic peptide/trypsin coupled, fluorescence; inhibition, % at 8.3 µM; 320,000 compounds, 0.15% hits; in the data active = inhibition above about 26%, passing the limit was not always enough; inconclusive = no clear call, values can overlap the other calls
Target sequence (O15379 whole entry, looked up): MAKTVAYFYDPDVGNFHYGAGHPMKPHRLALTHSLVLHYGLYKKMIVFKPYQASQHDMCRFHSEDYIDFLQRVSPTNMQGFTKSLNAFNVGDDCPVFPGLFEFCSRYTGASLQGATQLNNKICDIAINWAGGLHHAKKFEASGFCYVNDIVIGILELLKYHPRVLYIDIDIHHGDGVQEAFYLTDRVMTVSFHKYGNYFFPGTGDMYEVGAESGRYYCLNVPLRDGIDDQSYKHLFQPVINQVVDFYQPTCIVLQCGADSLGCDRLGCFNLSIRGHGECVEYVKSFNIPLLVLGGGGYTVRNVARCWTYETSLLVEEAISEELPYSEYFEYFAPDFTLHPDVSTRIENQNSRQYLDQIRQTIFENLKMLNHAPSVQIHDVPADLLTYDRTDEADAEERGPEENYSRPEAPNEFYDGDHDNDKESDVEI
TMEM16A act: activates or potentiates the mouse TMEM16A chloride channel. AID 623877. 340,000 compounds, 0.3% hits. Q8BHY3. HEK293 TMEM16A/YFP-H148Q/I152L, iodide quench fluorescence; hits give low values. B-score at 10 µM;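 active = fluorescence-ratio B-score plate-corrected deviation score at least 3 library SD below zero, with starting fluorescence score within 5 deviations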;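 note: channel opened by trigger with iodide after compound preincubation; score built on the fluorescence ratio of max minus min over baseline; more negative score means more quench and so TMEM16A activation or potentiation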
ANO1 block: mouse TMEM16A channel inhibition, primary screen. Q8BHY3. HEK293 TMEM16A/YFP iodide influx fluorescence, ionomycin. normalized B-score (activity score, 25-100; higher = stronger inhibition) at 10 µM. 310,000 compounds, 1.2% hits;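 active = ratio plate-corrected score three or more library SD toward inhibition, starting fluorescence score within five deviations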;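 note: score derived from kinetic fluorescence span divided by baseline fluorescence per well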
SKKanGAS inh: blocks kanamycin growth of S. pyogenes SKKanGAS strain. BacTiter-Glo, 6 h. inhibition, % at 7.5 µM. 300,000 compounds, 1.3% hits. AID 1662;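 active = mean replicate score, as percent of positive control median, at least 50; inconclusive = mean below 50 but one replicate at or above 50; inactive = mean and every replicate below 50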;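 note: strain carries kanamycin resistance gene driven by streptokinase promoter and grows in 40 µg/ml kanamycin; loss of luminescence reflects streptokinase promoter inhibition or plain growth inhibition; 0% = median of DMSO wells and 100% = positive control at its reference dose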
KCNK3 block: human KCNK3 channel inhibition, primary screen; AID 602410; B-score at 10 µM; CHO-KCNK3 thallium flux, FluxOR fluorescence; hits give low values; 340,000 compounds, 0.84% hits;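 active = B-score under library mean minus 4 SD, starting fluorescence ratio at most library mean plus 5 SD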;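 note: more negative B-score means stronger inhibition of thallium flux through KCNK3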
KCNQ1 block: blocks the human KCNQ1 potassium channel | 310,000 compounds, 1.3% hits | CHO-K1 KCNQ1, FluxOR thallium flux fluorescence; hits give high values | B-score at 10 µM;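 active = compounds whose thallium flux B-score, printed positive for inhibition, exceeds three library SD while starting fluorescence stays within three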;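 note: channel opened by potassium depolarization with thallium stimulus after 20 min compound exposure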
hERG rescue: hERG (human) protection from proarrhythmic block; activation (rescue from dofetilide block), less the hit threshold, % at 10 µM; 310,000 compounds, 0.51% hits; AID 1511; CHO-hERG, FluxOR thallium flux, dofetilide IC70 present;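 active = activation above the mean of controls blocked by dofetilide plus 5 SD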;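 note: thallium influx through hERG after potassium depolarization seen as dye fluorescence rise; in these data hits start at about 4.7%; inactives centre near -7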
Active calls of the source: *.

How did COc1ccc(-n2c(SCC(=O)Nc3ccc4c(c3)OCO4)nc3ccccc3c2=O)cc1 do in these assays?
KCNK9 block: -9.29*; RGS4 block: inactive; KCNQ1 act: inactive; RGS4 act: inactive; HDAC3 inhib: -2.0; TMEM16A act: inactive; ANO1 block: inactive; SKKanGAS inh: 9.1; KCNK3 block: inactive; KCNQ1 block: inactive; hERG rescue: -7.2

How did O=C(NCc1cccnc1)c1cccn1-c1ncc(C(F)(F)F)cc1Cl do in these assays?
KCNK9 block: inactive; RGS4 block: inactive; KCNQ1 act: inactive; RGS4 act: inactive; HDAC3 inhib: -3.1; TMEM16A act: inactive; ANO1 block: inactive; SKKanGAS inh: 7.9; KCNK3 block: inactive; KCNQ1 block: inactive; hERG rescue: -10.3

How did FC(F)(F)c1ccc(-c2nnc(-c3cccnc3)o2)cc1 do in these assays?
KCNK9 block: inactive; RGS4 block: inactive; KCNQ1 act: inactive; RGS4 act: inactive; HDAC3 inhib: -11.5; TMEM16A act: inactive; ANO1 block: inactive; SKKanGAS inh: 2.9; KCNK3 block: inactive; KCNQ1 block: inactive; hERG rescue: -5.2

How did O=C(O)C1C2C=CC(C2)C1C(=O)NCCc1ccncc1 (stereo not given) do in these assays?
KCNK9 block: inactive; RGS4 block: inactive; KCNQ1 act: inactive; RGS4 act: inactive; HDAC3 inhib: 2.9; TMEM16A act: inactive; ANO1 block: inactive; SKKanGAS inh: -1.1; KCNK3 block: inactive; KCNQ1 block: inactive; hERG rescue: -15.6

What do the screens show for `O=C(CN1C(=O)C2C3C=CC(C3)C2C1=O)N1CC(=O)N(CCc2ccccc2)C(=O)C1` (stereo not given)?
KCNK9 block: inactive; RGS4 block: inactive; KCNQ1 act: inactive; RGS4 act: inactive; HDAC3 inhib: -2.7; TMEM16A act: inactive; ANO1 block: inactive; SKKanGAS inh: 4.3; KCNK3 block: inactive; KCNQ1 block: inactive; hERG rescue: -10.0

Results for CCCCC(Sc1nc(N)c(NC(=O)c2ccc(OCC)cc2)c(=O)[nH]1)C(=O)O (stereo not given) ?
KCNK9 block: inactive; RGS4 block: inactive; KCNQ1 act: inactive; RGS4 act: inactive; HDAC3 inhib: 4.1; TMEM16A act: inactive; ANO1 block: inactive; SKKanGAS inh: 3.5; KCNK3 block: inactive; KCNQ1 block: inactive; hERG rescue: -13.5

Results for O=C(O)CCN1C(=O)C(=C2CCCCCC2)SC1=S ?
KCNK9 block: inactive; RGS4 block: inactive; KCNQ1 act: inactive; RGS4 act: inactive; HDAC3 inhib: 5.7; TMEM16A act: inactive; ANO1 block: inactive; SKKanGAS inh: 1.7; KCNK3 block: inactive; KCNQ1 block: inactive; hERG rescue: -2.4

How did Cc1cc(C)c2ccc(Cl)cc2n1 do in these assays?
KCNK9 block: inactive; RGS4 block: inactive; KCNQ1 act: inactive; RGS4 act: inactive; HDAC3 inhib: -15.5; TMEM16A act: inactive; ANO1 block: inactive; SKKanGAS inh: 6.2; KCNK3 block: inactive; KCNQ1 block: inactive; hERG rescue: -3.5

Results for COc1ccc(-c2nc3ccccc3c(=O)n2CCCN2CCOCC2)cc1 ?
KCNK9 block: inactive; RGS4 block: inactive; KCNQ1 act: inactive; RGS4 act: inactive; HDAC3 inhib: 7.7; TMEM16A act: inactive; ANO1 block: inactive; SKKanGAS inh: -15.8; KCNK3 block: inactive; KCNQ1 block: inactive; hERG rescue: -7.6

What do the screens show for `Cc1ccc(-c2nnc(N3CCOCC3)c3ccccc23)cc1S(=O)(=O)NCC1CCCO1` (stereo not given)?
KCNK9 block: inactive; RGS4 block: inactive; KCNQ1 act: inactive; RGS4 act: inactive; HDAC3 inhib: 6.1; TMEM16A act: inactive; ANO1 block: inactive; SKKanGAS inh: -4.1; KCNK3 block: inactive; KCNQ1 block: inactive; hERG rescue: -16.0

Results for Fc1ccccc1NC(=S)N(CCN1CCCCCC1)Cc1cccs1 ?
KCNK9 block: inactive; RGS4 block: inactive; KCNQ1 act: inactive; RGS4 act: inactive; HDAC3 inhib: 5.0; TMEM16A act: inactive; ANO1 block: inactive; SKKanGAS inh: 0.6; KCNK3 block: inactive; KCNQ1 block: inactive; hERG rescue: -4.4

Results for O=C1Nc2ccccc2SC(c2ccccc2)C1O (stereo not given) ?
KCNK9 block: inactive; RGS4 block: inactive; KCNQ1 act: inactive; RGS4 act: inactive; HDAC3 inhib: 0.4; TMEM16A act: inactive; ANO1 block: inactive; SKKanGAS inh: 0.6; KCNK3 block: inactive; KCNQ1 block: inactive; hERG rescue: -6.4

How did COCCCNC(=O)Cn1nnc(-c2ccc(NC(=O)c3ccccc3OC)cc2)n1 do in these assays?
KCNK9 block: inactive; RGS4 block: inactive; KCNQ1 act: inactive; RGS4 act: inactive; HDAC3 inhib: 10.1; TMEM16A act: inactive; ANO1 block: inactive; SKKanGAS inh: -2.7; KCNK3 block: inactive; KCNQ1 block: inactive; hERG rescue: -1.9

Results for Cc1ccc2nc3c(cc(C(=O)NCCc4ccccc4)c(=N)n3CC3CCCO3)c(=O)n2c1 (stereo not given) ?
KCNK9 block: inactive; RGS4 block: inactive; KCNQ1 act: inactive; RGS4 act: inactive; HDAC3 inhib: -207.3; TMEM16A act: inactive; ANO1 block: inactive; SKKanGAS inh: 1.2; KCNK3 block: inactive; KCNQ1 block: inactive; hERG rescue: -16.9

Results for CCOC(=O)C1CCCN(Cc2ccccc2Cl)C1 (stereo not given) ?
KCNK9 block: inactive; RGS4 block: inactive; KCNQ1 act: inactive; RGS4 act: inactive; HDAC3 inhib: -3.3; TMEM16A act: inactive; ANO1 block: inactive; SKKanGAS inh: 2.1; KCNK3 block: inactive; KCNQ1 block: inactive; hERG rescue: -13.1

What do the screens show for `Cc1ccc(S(=O)(=O)N2CCOCC2)cc1C(=O)NCc1ccc(F)cc1`?
KCNK9 block: inactive; RGS4 block: inactive; KCNQ1 act: inactive; RGS4 act: inactive; HDAC3 inhib: 0.8; TMEM16A act: inactive; ANO1 block: inactive; SKKanGAS inh: 1.1; KCNK3 block: inactive; KCNQ1 block: inactive; hERG rescue: -12.1

Results for CC(=O)c1ccc(OC(=O)CCc2nc3ccccc3s2)cc1 ?
KCNK9 block: inactive; RGS4 block: inactive; KCNQ1 act: inactive; RGS4 act: inactive; HDAC3 inhib: inconclusive; TMEM16A act: inactive; ANO1 block: inactive; SKKanGAS inh: 0.3; KCNK3 block: inactive; KCNQ1 block: inactive; hERG rescue: -8.7

How did CC1CC(C)CN(S(=O)(=O)c2ccc(C(=O)NN3CCOCC3)cc2)C1 (stereo not given) do in these assays?
KCNK9 block: inactive; RGS4 block: inactive; KCNQ1 act: inactive; RGS4 act: inactive; HDAC3 inhib: 6.1; TMEM16A act: inactive; ANO1 block: inactive; SKKanGAS inh: -4.8; KCNK3 block: inactive; KCNQ1 block: inactive; hERG rescue: -12.0

What do the screens show for `CCOC(=O)N1CCN(C(=O)c2cccc(NS(=O)(=O)c3ccc(F)c(F)c3)c2)CC1`?
KCNK9 block: inactive; RGS4 block: inactive; KCNQ1 act: inactive; RGS4 act: inactive; HDAC3 inhib: 6.3; TMEM16A act: inactive; ANO1 block: inactive; SKKanGAS inh: 3.3; KCNK3 block: inactive; KCNQ1 block: inactive; hERG rescue: -5.9

How did COc1ccc(CCNC(=O)CCc2ccc(S(=O)(=O)NC(C)C)cc2)cc1OC do in these assays?
KCNK9 block: inactive; RGS4 block: inactive; KCNQ1 act: inactive; RGS4 act: inactive; HDAC3 inhib: 5.8; TMEM16A act: inactive; ANO1 block: inactive; SKKanGAS inh: -15.1; KCNK3 block: inactive; KCNQ1 block: inactive; hERG rescue: -8.2

Results for c1cncc(CSc2nnc3ccc(-c4ccncc4)nn23)c1 ?
KCNK9 block: inactive; RGS4 block: inactive; KCNQ1 act: inactive; RGS4 act: inactive; HDAC3 inhib: 5.0; TMEM16A act: inactive; ANO1 block: inactive; SKKanGAS inh: -7.4; KCNK3 block: inactive; KCNQ1 block: inactive; hERG rescue: -13.4

How did O=C(O)c1nn(CC(=O)N2CCC(Cc3ccccc3)CC2)c(=O)c2ccccc12 do in these assays?
KCNK9 block: inactive; RGS4 block: inactive; KCNQ1 act: inactive; RGS4 act: inactive; HDAC3 inhib: 4.2; TMEM16A act: inactive; ANO1 block: inactive; SKKanGAS inh: 8.3; KCNK3 block: inactive; KCNQ1 block: inactive; hERG rescue: -1.5

What do the screens show for `C#CCn1c(=O)cc(C)c2ccccc21`?
KCNK9 block: inactive; RGS4 block: inactive; KCNQ1 act: inactive; RGS4 act: inactive; HDAC3 inhib: 3.2; TMEM16A act: inactive; ANO1 block: inactive; SKKanGAS inh: 19.3; KCNK3 block: inactive; KCNQ1 block: inactive; hERG rescue: -16.1

How did CCS(=O)(=O)N1CCN(S(=O)(=O)c2ccc(F)cc2)CC1 do in these assays?
KCNK9 block: inactive; RGS4 block: inactive; KCNQ1 act: inactive; RGS4 act: inactive; HDAC3 inhib: -0.7; TMEM16A act: inactive; ANO1 block: inactive; SKKanGAS inh: -9.4; KCNK3 block: inactive; KCNQ1 block: inactive; hERG rescue: -16.0

Results for Cc1ccc(NC(=O)N2CCCC2)cc1Cl ?
KCNK9 block: inactive; RGS4 block: inactive; KCNQ1 act: inactive; RGS4 act: inactive; HDAC3 inhib: 1.9; TMEM16A act: inactive; ANO1 block: inactive; SKKanGAS inh: -3.2; KCNK3 block: inactive; KCNQ1 block: inactive; hERG rescue: -8.1

How did CC1(C)Cn2c(nnc2-c2cccc(O)c2)S1 do in these assays?
KCNK9 block: inactive; RGS4 block: inactive; KCNQ1 act: inactive; RGS4 act: inactive; HDAC3 inhib: -8.2; TMEM16A act: inactive; ANO1 block: inactive; SKKanGAS inh: -4.1; KCNK3 block: inactive; KCNQ1 block: inactive; hERG rescue: -8.0

How did CCC(C)NC(=O)Cn1c(=O)n(-c2ccc(OC)cc2)c(=O)c2ccc(C(=O)NCc3ccc(C)cc3)cc21 (stereo not given) do in these assays?
KCNK9 block: inactive; RGS4 block: inactive; KCNQ1 act: inactive; RGS4 act: inactive; HDAC3 inhib: -5.4; TMEM16A act: inactive; ANO1 block: inactive; SKKanGAS inh: 0.2; KCNK3 block: inactive; KCNQ1 block: inactive; hERG rescue: -6.2

What do the screens show for `COc1ccccc1N1CCN(C(=O)c2cc3c(=O)n4cccc(C)c4nc3s2)CC1`?
KCNK9 block: inactive; RGS4 block: inactive; KCNQ1 act: inactive; RGS4 act: inactive; HDAC3 inhib: -8.3; TMEM16A act: inactive; ANO1 block: inactive; SKKanGAS inh: 7.9; KCNK3 block: inactive; KCNQ1 block: inactive; hERG rescue: -11.5
